Source: PubChem BioAssay (several laboratories)
MCL1-BIM inh: inhibitors of human MCL1 binding to BIM-BH3 peptide | actives 0.68% (n = 320,000) | AID 2057 | inhibition, % at 10.9 µM | Q07820 | GST-MCL1 / FITC-Bim-BH3 fluorescence polarization;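 active = inhibition above the mean inhibition of all tested compounds plus 3 SD, set per campaign, cut at about 40% in these data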;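 note: 0% = DMSO wells and 100% = unlabeled Bim-BH3 peptide control; higher means more loss of mP so more displacement of Bim peptide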
Target sequence (Q07820 whole entry, looked up): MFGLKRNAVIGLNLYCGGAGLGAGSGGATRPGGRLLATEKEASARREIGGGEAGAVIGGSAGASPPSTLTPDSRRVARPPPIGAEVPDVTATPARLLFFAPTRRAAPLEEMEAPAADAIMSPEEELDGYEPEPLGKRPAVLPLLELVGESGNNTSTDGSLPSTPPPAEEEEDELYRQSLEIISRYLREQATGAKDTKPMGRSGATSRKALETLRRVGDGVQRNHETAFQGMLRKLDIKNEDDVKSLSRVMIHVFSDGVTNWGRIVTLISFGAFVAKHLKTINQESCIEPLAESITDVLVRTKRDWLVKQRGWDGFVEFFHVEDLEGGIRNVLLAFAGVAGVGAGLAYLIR
VLA-4 inh: inhibition in a human VLA-4 binding assay; P13612; VLA-4 expressing cells, ligand binding flow cytometry; inhibition, % (about 7 µM as worked out from the volumes in the protocol); actives 0.2% (n = 330,000); AID 2557; in the data active = inhibition above about 50%
MEX-5 binding: C. elegans MEX-5 TCR-2 RNA binding activity; MEX-5/FITC-TCR2 RNA binding, fluorescence polarization; stronger effect = lower value; activity score (negative = inhibition of binding), % at 10 µM; actives 0.38% (n = 300,000); AID 1832;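 active = inhibition past about -25% in most replicates, and total fluorescence under double the plate's negative control median, limit read from the data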;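 note: 0% = DMSO and -100% = 5 µM competing unlabeled TCR2 RNA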
GRK2 aptamer HTS: blocks RNA aptamer binding to human GRK2; actives 0.59% (n = 330,000); P25098; bead flow cytometry, FAM-aptamer displacement from GRK2; AID 488847; inhibition of aptamer binding, % at 10 µM;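 active = inhibition of aptamer binding above 40%, roughly 3 SD of noise, on plates passing a quality check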;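 note: median bead fluorescence of bound FAM aptamer so fluorescent compounds give negative values; no value below 0 was filed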
CIT2-GFP yeast: yeast TOR pathway CIT2-GFP modulation; GFP response vs DMSO, % at 10 µM; S. cerevisiae CIT2-GFP strain, flow cytometry, 3 h; 100 means same as DMSO wells; actives 0.065% (n = 320,000);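 active = GFP response relative to DMSO above a set limit, near the screen mean plus 3 SD, cut at about 150% in these data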;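 note: ratio of well median GFP fluorescence to mean of DMSO wells on the plate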
GLD-1 RNA inh: GLD-1-TGE RNA interaction inhibition (C. elegans). Q17339. purified GLD-1 + fluorescein TGE RNA, fluorescence polarization. inhibition, % at 5.96 µM. actives 0.44% (n = 320,000);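 active = percent inhibition above a per-plate cutoff, the plate mean of test compounds plus 3 SD, cut at about 30% in these data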;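 note: 0% = DMSO wells with GLD-1 and probe and 100% = wells lacking GLD-1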
Target sequence (Q17339 whole entry, looked up): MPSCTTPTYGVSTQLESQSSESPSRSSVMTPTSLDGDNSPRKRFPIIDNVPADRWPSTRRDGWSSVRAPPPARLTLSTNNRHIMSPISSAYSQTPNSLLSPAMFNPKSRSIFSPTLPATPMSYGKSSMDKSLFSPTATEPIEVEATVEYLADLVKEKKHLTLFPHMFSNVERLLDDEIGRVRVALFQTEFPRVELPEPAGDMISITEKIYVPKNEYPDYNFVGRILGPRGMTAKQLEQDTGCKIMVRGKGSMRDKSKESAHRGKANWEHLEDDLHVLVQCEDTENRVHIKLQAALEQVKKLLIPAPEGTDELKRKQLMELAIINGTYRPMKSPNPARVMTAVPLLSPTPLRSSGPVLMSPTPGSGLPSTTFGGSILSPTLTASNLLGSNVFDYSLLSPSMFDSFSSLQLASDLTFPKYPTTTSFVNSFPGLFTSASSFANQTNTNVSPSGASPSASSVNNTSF
Fam108B inh: blocks mouse Fam108B hydrolase in RBBP9 counter-screen. AID 1947. actives 0.33% (n = 300,000). recombinant Fam108B, FP-Rh probe fluorescence polarization. inhibition, % at 9.51 µM;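 active = inhibition above the screen mean inhibition plus 3 SD, computed separately per campaign, cut at about 18% in these data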;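 note: inhibitors lower polarization as less probe binds the enzyme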
BCLXL inh: blocks human Bcl-xL binding to Bim BH3 peptide. GST-Bcl-xL / FITC-Bim BH3 peptide fluorescence polarization. inhibition, % at 10.9 µM. actives 0.7% (n = 320,000);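 active = inhibition above the mean of all tested compounds plus 3 SD, cutoff set per campaign, cut at about 30% in these data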;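 note: 0% = DMSO wells and 100% = unlabeled Bim-BH3 peptide competitor; inhibitors lower millipolarization by displacing the labeled peptide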
Target sequence (Q07817 whole entry, looked up): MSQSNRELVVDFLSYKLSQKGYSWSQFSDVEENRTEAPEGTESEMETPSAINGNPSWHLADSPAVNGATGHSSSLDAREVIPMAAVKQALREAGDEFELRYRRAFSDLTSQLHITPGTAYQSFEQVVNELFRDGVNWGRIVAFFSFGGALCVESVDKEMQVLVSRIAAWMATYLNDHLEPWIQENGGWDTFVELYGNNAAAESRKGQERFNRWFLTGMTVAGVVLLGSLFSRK
AGP1-GFP MLPCN: alters AGP1-GFP fluorescence in TOR pathway yeast screen; AID 2066; S. cerevisiae AGP1-GFP multiplex flow cytometry, 3 h; GFP as percent of DMSO wells; GFP response vs DMSO, % at 10 µM; actives 0.02% (n = 320,000);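 active = GFP response relative to DMSO above a set limit, near screen average plus 3 SD, cut at about 150% in these data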;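 note: median GFP channel fluorescence of the gated AGP1 strain per well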
The depositor's hits bear a star; / = no result given.

cpd	molecule	GLD-1 RNA inh	GRK2 aptamer HTS	AGP1-GFP MLPCN	Fam108B inh	VLA-4 inh	MCL1-BIM inh	CIT2-GFP yeast	BCLXL inh	MEX-5 binding
1	O=C(NCc1ccco1)C1CC(c2cc(C(F)(F)F)cc(C(F)(F)F)c2)=NO1 (centres undefined)	6.1	3.0	96.8	-1.2	2.4	-1.2	95.2	1.6	1.4
2	CN(C)c1ccc(S(=O)(=O)N2CCCCC2)cc1NC(=O)CCNC(=O)c1ccc(Cl)cc1	-2.5	0.0	91.0	/	-8.4	-16.9	94.7	-12.2	/
3	COc1cccc(CNC(=O)c2ccccc2SCC(=O)N2CCCC2)c1	-0.3	1.0	113.3	-0.7	-1.1	4.7	102.8	8.0	0.5
4	CCOC(=O)c1cnc(SCC(=O)OC)nc1N	-3.0	2.0	93.7	-1.1	-7.7	-2.9	109.0	7.6	-0.1
5	C1=CC2c3ccccc3NC(c3ccncc3)C2C1 (centres undefined)	7.6	4.0	110.2	13.0	3.3	37.5	118.1	23.5	-2.3
6	CC[C@H](C)[C@H](NC(=O)[C@H](Cc1ccc(O)cc1)NC(=O)[C@@H](N)C(C)C)C(=O)N[C@@H](Cc1cnc[nH]1)C(=O)N1CCC[C@H]1C(=O)N[C@@H](Cc1ccccc1)C(=O)O	3.2	1.0	95.8	-3.3	25.8	5.1	97.6	2.4	-5.6
7	COc1ccccc1CC(=O)N1CCN(c2ccccc2F)CC1	-0.4	1.0	98.1	-2.1	12.8	3.5	95.5	7.9	-1.9
8	CN(CCCCCCN(C)Cc1ccccc1O)Cc1ccccc1O	1.6	0.0	94.7	-1.4	2.3	5.0	97.7	1.5	-0.4
9	CCc1ccc(NC(=O)Cn2c(=O)c3cccn3c3ccccc32)cc1	-3.5	0.0	107.2	-8.6	2.6	0.0	109.4	3.6	2.0
10	COc1cccc(CN(CC(=O)NCc2ccccc2)S(=O)(=O)CCl)c1	-4.2	0.0	95.2	/	2.9	-1.4	102.5	2.9	/
11	Cc1ccc(C2/C(=C(\O)c3ccc4c(c3)OCCO4)C(=O)C(=O)N2Cc2cccnc2)cc1 (centres undefined)	2.1	0.0	88.1	2.9	13.1	1.7	105.2	8.4	3.9
12	Nn1cc(-c2ccccc2)nc1SCC(=O)NCC1CCCO1 (centres undefined)	3.8	0.0	91.8	-4.7	8.9	3.7	97.8	-1.6	-0.5
13	CCC(=O)N1CCN(c2cc(N3CCN(C)CC3)c(F)cc2[N+](=O)[O-])CC1	-3.7	1.0	109.2	-2.5	24.0	0.2	108.2	-2.3	-1.3
14	O=C1c2ccccc2C(=O)c2c1cccc2N1CCCC1	5.7	0.0	99.3	12.6	-14.2	20.7	104.2	16.1	-3.1
15	CN1CCc2c(sc(N)c2C(=O)O)C1	12.6	1.0	96.2	-0.3	19.9	29.1	91.8	30.9*	-8.6
16	CCN(CC)S(=O)(=O)c1cc(C(=O)OCC(=O)Nc2c(F)cccc2F)ccc1F	-5.3	1.0	93.4	4.7	1.3	5.7	101.3	5.1	1.2
17	Cc1ccc(N=C2NC(=O)/C(=C/C=C/c3ccco3)S2)cc1	-7.4	6.0	97.8	5.0	-51.3	15.8	97.3	7.6	2.4
18	Nc1nncn1C(=O)c1ccc(Cl)cc1Cl	2.7	0.0	98.5	-1.6	7.6	-15.2	100.8	1.0	3.0
19	O=C(NCCC1=CCCCC1)C1CCN(Cc2cnn(-c3ccccc3)c2-n2cccc2)CC1	-4.3	0.0	93.4	0.8	25.3	4.0	99.4	2.1	1.3
20	CC12CCC(C(=O)Nc3cccc(Cl)c3Cl)([C@H](Br)C1=O)C2(C)C (some centres undefined)	-1.8	0.0	103.3	-1.2	-0.7	-4.1	94.0	0.7	-0.9
21	O=C(Nc1cccnc1)c1ccccc1Cl	-2.5	81.0*	90.4	-2.0	-7.8	-4.3	95.5	2.2	1.2
22	COc1cc(C(=O)NC2CCN(CC(=O)NC3CCCCC3C)CC2)cc(OC)c1OC (centres undefined)	2.5	0.0	104.1	-3.9	3.1	5.7	104.8	6.7	-0.3
23	O=C(N/N=C/c1c(O)ccc2ccccc12)c1ccc(CO)nc1	-80.7	3.0	97.7	7.9	-20.0	-30.8	98.4	-13.3	-11.6
24	CCc1nnc(NC(=O)CCS(=O)(=O)c2ccc(C)cc2)s1	-2.9	0.0	106.5	0.4	4.1	1.1	96.2	2.9	-0.2

Sorted by molar mass (ascending): 3 of the compounds above.
cpd	molecule	GLD-1 RNA inh	GRK2 aptamer HTS	AGP1-GFP MLPCN	Fam108B inh	VLA-4 inh	MCL1-BIM inh	CIT2-GFP yeast	BCLXL inh	MEX-5 binding
23	O=C(N/N=C/c1c(O)ccc2ccccc12)c1ccc(CO)nc1	-80.7	3.0	97.7	7.9	-20.0	-30.8	98.4	-13.3	-11.6
20	CC12CCC(C(=O)Nc3cccc(Cl)c3Cl)([C@H](Br)C1=O)C2(C)C (some centres undefined)	-1.8	0.0	103.3	-1.2	-0.7	-4.1	94.0	0.7	-0.9
19	O=C(NCCC1=CCCCC1)C1CCN(Cc2cnn(-c3ccccc3)c2-n2cccc2)CC1	-4.3	0.0	93.4	0.8	25.3	4.0	99.4	2.1	1.3

(next part)
cpd	molecule	GLD-1 RNA inh	GRK2 aptamer HTS	AGP1-GFP MLPCN	Fam108B inh	VLA-4 inh	MCL1-BIM inh	CIT2-GFP yeast	BCLXL inh	MEX-5 binding
25	CN(C)c1ccc(NC(=O)CSc2nc3ccccc3c(=O)n2C2CCCCC2)cc1	10.7	0.0	/	4.4	-2.5	0.1	100.6	4.1	-0.1
26	CCOCC(O)CS(=O)Cc1ccccc1 (centres undefined)	-2.8	0.0	104.0	8.0	15.7	-1.7	104.7	-5.2	1.7
27	CN(C)S(=O)(=O)c1cccc(NC(=O)C2Cc3ccccc3CN2C(=O)c2ccco2)c1 (centres undefined)	2.0	0.0	99.8	1.5	-2.5	8.6	101.7	4.9	1.1
28	Cc1nc(Nc2cccc(F)c2)c2oc3ccccc3c2n1	-10.0	2.0	74.8	0.8	5.1	5.4	103.3	15.2	1.1
29	COc1ccc(C)cc1NC(=O)c1sc2ncn(CC(=O)N3CCCCC3)c(=O)c2c1C	1.3	3.0	99.8	1.1	14.1	1.6	101.6	4.7	-2.6
30	COc1cc(NC(=S)NC(=O)c2ccc(F)cc2)ccc1NC(=O)c1ccco1	1.1	14.0	92.4	0.5	13.4	7.0	98.6	7.5	-1.1
31	CS(=O)(=O)N(CCc1ccccc1)CC(=O)N1CCN(c2ccccc2F)CC1	-2.7	6.0	97.0	-0.7	-16.3	1.8	85.3	0.5	-2.3
32	O=C(Oc1ccccc1N1CCOCC1)c1sccc1Br	1.4	2.0	102.2	0.6	5.3	5.9	93.1	6.2	0.8
33	OCCNc1nc(Nc2ccccc2C(F)(F)F)nc(N2CCCC2)n1	-3.5	0.0	82.3	-0.5	12.2	-0.7	72.0	-2.1	0.4
34	CCC(Oc1ccc(F)cc1)C(=O)N1CCCCCCC1 (centres undefined)	4.0	3.0	93.5	-2.0	11.0	2.2	99.9	4.1	0.4
35	Cc1ccc(-c2csc(C3=C(O)CN(NC(=O)c4ccco4)C3=N)n2)cc1	2.8	0.0	104.0	-3.6	7.5	1.9	98.8	-1.7	-3.9
36	COc1ccc(C(=O)CC(=O)C(=O)NCCc2cccc(C)c2)cc1	-14.1	0.0	92.8	-4.2	5.1	2.6	87.6	3.0	-0.9
37	COc1cc2c(cc1NC(=O)c1cncc(Br)c1)oc1ccccc12	-4.4	0.0	99.6	-0.2	0.1	-0.6	/	0.4	/
38	Cc1c(C#N)c(NC(=O)CCl)n(Cc2ccc(F)cc2)c1C	7.6	0.0	99.1	-3.1	-45.2	5.7	96.2	11.0	0.1
39	CCOC(=O)C1=C(C)N(c2ccccc2)C(=O)/C1=C\c1cccs1	-1.7	3.0	101.8	5.2	24.7	-6.2	109.9	-0.4	-1.4
40	COc1ccc(Br)c(C(=O)Nc2cccc(S(=O)(=O)N3CCOCC3)c2)c1	-2.1	0.0	102.3	/	0.6	-4.2	96.3	2.5	/
41	CCN(CC(=O)Nc1c(F)cccc1F)C(=O)Cc1csc(-c2ccc(OC)c(OC)c2)n1	-0.2	0.0	89.0	-3.2	10.5	8.3	81.5	2.5	-0.8
42	O=C(CSc1ncn[nH]1)N/N=C/c1ccc(F)cc1	2.3	0.0	101.9	3.0	-1.5	17.0	101.8	9.1	1.1
43	CN(C(=O)c1ccno1)c1nnc(-c2cccnc2)s1	5.9	0.0	96.4	-3.5	4.1	-1.4	94.5	1.6	-5.6
44	COc1ccc(C2C([N+](=O)[O-])=C(C)N(C)C(=O)N2C)cc1OC (centres undefined)	9.0	1.0	99.6	-3.4	19.8	4.9	96.9	5.4	-0.6
45	O=S(=O)(NCCCc1ccccc1)c1ccc(Cl)cc1	3.0	0.0	82.0	-0.9	2.4	-3.3	82.8	5.6	0.8
46	CCOc1ccc(N(CC(=O)NCc2ccccc2)C(=O)Cn2nnc(-c3ccc(C)o3)n2)cc1	3.5	3.0	104.9	-4.0	9.0	8.5	99.6	9.6	-2.4
47	CCc1noc(C)c1C(=O)Nc1cc(Cl)ccc1N1CCOCC1	1.0	2.0	104.6	-2.9	8.4	-8.9	102.3	-1.6	-2.5
48	O=C(CSc1nc(C(F)(F)F)cc(=O)[nH]1)Nc1ccc2c(c1)OCCO2	-4.9	2.0	107.7	-2.8	8.1	2.5	96.0	5.5	-1.9
49	CCCC(=O)NNc1cc(=O)c2c(=O)n(C)c(=O)n(C)c2[nH]1	7.3	2.0	109.6	-0.7	0.4	2.9	107.6	2.2	0.5
50	CCCn1c(SCC(=O)Nc2ccccc2N2CCCCC2)nc2c1c(=O)n(C)c(=O)n2C	1.2	0.0	98.5	7.6	5.5	2.9	89.8	3.0	-2.7
51	CCOC(=O)C1(Cc2ccccc2)CCN(Cc2csc(C(C)=O)c2)CC1	1.2	3.0	99.9	3.2	1.1	1.0	101.3	0.1	0.7
52	CCCOc1ccc(C(=O)NNC(=S)NC(=O)c2cc(-c3ccc(Cl)cc3)nc3ccccc23)cc1	1.6	0.0	94.0	-6.2	-8.8	24.6	98.8	10.7	1.0
53	Nc1c(S(=O)(=O)c2cccs2)c2nc3ccccc3nc2n1Cc1ccccc1	1.1	0.0	101.3	-3.3	10.4	-1.1	96.5	-3.6	1.9
54	Cc1ccc2nc(NC(=O)C3CCCN(S(=O)(=O)c4cnc[nH]4)C3)sc2c1 (centres undefined)	-0.1	0.0	105.6	-2.7	14.3	4.3	105.3	6.1	2.3
55	Cc1ccc(N(CN2C(=O)C3C4CCC(C4)C3C2=O)C(=O)c2ccco2)cc1 (centres undefined)	1.8	2.0	119.6	-1.6	4.2	6.5	98.5	4.8	5.5
56	Cc1ccccc1NC(=O)Cn1nc(-c2ccccc2)nc1-c1ccccc1	-3.0	0.0	103.0	6.9	-24.4	5.7	103.3	5.1	0.5
57	CCN(CC(=O)NCc1ccc(Cl)cc1)C(=O)/C=C/c1cc(OC)c(OC)c(OC)c1	6.3	3.0	108.5	-2.8	-0.7	-4.2	116.3	0.8	0.9
58	O=C(CSc1ccc(F)cc1)NC(=O)NCc1ccccc1	0.0	0.0	103.0	2.2	5.6	-6.8	95.3	3.9	-5.3
59	C/C(=C/C=N/Nc1nc(N2CCCCC2)nc(N2CCCCC2)n1)c1ccccc1	2.9	0.0	102.6	1.3	-0.3	-3.1	104.0	3.7	0.2
60	O=C(O)CNC(=S)N(Cc1ccccc1Cl)C1CCCC1	1.8	4.0	79.2	-4.2	16.2	2.9	108.5	3.5	-0.3
